# Source: PubChem (National Center for Advancing Translational Sciences (NCATS))
# IDH1 R132H inh – human IDH1 R132H inhibition; IDH1-R132H enzyme, NADPH consumption, diaphorase/resazurin fluorescence; Potency, µM (highest dose often 76.6 µM), without a hit: at the top dose activity change, negative = inhibition, actives largely listed as inhibitors; 390,000 compounds, 0.093% hits; O75874; AID 602179; also: % is scaled to controls: 0 for no effect and ±100 for the full control effect; nearly all actives have a fitted effect of over 65% in size
#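 IDH1-R132H (0.5 ug/mL dispensed) in pH 7.5 Tris buffer was preincubated 30 min with compound, then given a substrate mix of 0.016 mM NADPH and 2 mM alpha-KG for 80 min at room temperature; remaining NADPH was read by diaphorase/resazurin fluorescence.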
# RGS4 inhibitor – human RGS4 inhibition; Transcreener GDP fluorescence polarization, RGS4-accelerated GTP hydrolysis; Potency, µM (highest dose often 114 µM), for the others: top-dose activity change, negative = inhibition, actives largely listed as inhibitors; 390,000 compounds, 0.039% hits; AID 504845; also: % is scaled to controls: 0 for no effect and ±100 for the full control effect; nearly all actives have a fitted effect of over 75% in size; some results filed as inactive show a strong effect at the top dose
# Target sequence (P49798 whole entry, looked up): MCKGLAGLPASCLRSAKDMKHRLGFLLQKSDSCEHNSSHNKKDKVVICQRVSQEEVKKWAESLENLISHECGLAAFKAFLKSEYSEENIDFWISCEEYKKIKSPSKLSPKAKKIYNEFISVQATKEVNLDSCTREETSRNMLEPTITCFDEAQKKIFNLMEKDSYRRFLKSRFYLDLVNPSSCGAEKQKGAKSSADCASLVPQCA
#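 MLSMR compounds (23 nl, pin-transferred) preincubated 10 min at room temperature with a 500nM (2x) first reagent, then RGS4 at 900nM (2x) plus Transcreener GDP mix added; fluorescence polarization (620/688 nm) read before and after 90 min at 30 °C.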
# 12-LOX inh – inhibitors of human 12S-lipoxygenase ALOX12; P18054; purified 12hLO, xylenol orange hydroperoxide absorbance; Potency, µM (titrated, usually from 108 µM), without a hit: at the top dose activity change, negative = inhibition, usual class: inhibitors; 580,000 compounds, 1.1% hits; AID 1671190; also: % is scaled to controls: 0 for no effect and ±100 for the full control effect
#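 Hydroperoxide product was detected by ferrous iron/xylenol orange as the 573 to 405 nm absorbance ratio. Arachidonic acid at 40 uM (final) was turned over for 30 min at room temperature by 150 nM human 12hLO, pH 7.0 Hepes buffer, after 15 min compound preincubation.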
# Vif-A3G inh – inhibitors of Vif-APOBEC3G interaction; Q9HC16; HeLa A3G-eYFP + Vif (tagged APOBEC3G with the HIV-1 protein that degrades it), YFP fluorescence, overnight; Potency, µM (top dose mostly 46.1 µM), for inactives: at the top dose activity, negative = active, most hits filed as inhibitors; 410,000 compounds, 0.076% hits;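 also: % is scaled to controls: 0 for no effect and ±100 for the full control effect; nearly all actives have a fitted effect of over 60% in size; hits raise eYFP signal because A3G escapes Vif-driven loss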
#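 Read-out is eYFP fluorescence (Ex 488/Em 500-530) from Vif-expressing HeLa A3G-eYFP cells; more signal means A3G escaped Vif-mediated degradation. Cells plated overnight, compound pinned in, incubated overnight at 37 deg C.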
# TrxR1 substrate – rat thioredoxin reductase 1 substrate activity; AID 588456; 390,000 compounds, 0.01% hits; purified TrxR1 substrate turnover, NADPH consumption readout; Potency, µM (highest dose often 114 µM), for inactives: at the top dose activity change, negative = substrate turnover; O89049; also: % is scaled to controls: 0 for no effect and ±100 for the full control effect; nearly all actives have a fitted effect of over 50% in size
#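 Rat TrxR1, dispensed at 90 nM, was prereduced with 400 uM NADPH (final) for 5 min at ~22 deg C, then incubated with compound 15 min before 400 uM selenite. A first-read NADPH fluorescence drop versus no-compound background flagged substrates.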
# RXFP1 ag – RXFP1 (human) receptor agonism | Potency, µM (series often up to 57.5 µM), inactives show at the top dose activation, usual class: activators | HEK293T-RXFP1 cAMP TR-FRET, 30 min; response scale: percent of porcine relaxin response, buffer zero | Q9HBX9 | 370,000 compounds, 0.3% hits | AID 2676; also: % is scaled to controls: 0 for no effect and ±100 for the full control effect; nearly all actives have a fitted effect of over 60% in size; many of its hits are not listed in these tables
# Target sequence (Q9HBX9 whole entry, looked up): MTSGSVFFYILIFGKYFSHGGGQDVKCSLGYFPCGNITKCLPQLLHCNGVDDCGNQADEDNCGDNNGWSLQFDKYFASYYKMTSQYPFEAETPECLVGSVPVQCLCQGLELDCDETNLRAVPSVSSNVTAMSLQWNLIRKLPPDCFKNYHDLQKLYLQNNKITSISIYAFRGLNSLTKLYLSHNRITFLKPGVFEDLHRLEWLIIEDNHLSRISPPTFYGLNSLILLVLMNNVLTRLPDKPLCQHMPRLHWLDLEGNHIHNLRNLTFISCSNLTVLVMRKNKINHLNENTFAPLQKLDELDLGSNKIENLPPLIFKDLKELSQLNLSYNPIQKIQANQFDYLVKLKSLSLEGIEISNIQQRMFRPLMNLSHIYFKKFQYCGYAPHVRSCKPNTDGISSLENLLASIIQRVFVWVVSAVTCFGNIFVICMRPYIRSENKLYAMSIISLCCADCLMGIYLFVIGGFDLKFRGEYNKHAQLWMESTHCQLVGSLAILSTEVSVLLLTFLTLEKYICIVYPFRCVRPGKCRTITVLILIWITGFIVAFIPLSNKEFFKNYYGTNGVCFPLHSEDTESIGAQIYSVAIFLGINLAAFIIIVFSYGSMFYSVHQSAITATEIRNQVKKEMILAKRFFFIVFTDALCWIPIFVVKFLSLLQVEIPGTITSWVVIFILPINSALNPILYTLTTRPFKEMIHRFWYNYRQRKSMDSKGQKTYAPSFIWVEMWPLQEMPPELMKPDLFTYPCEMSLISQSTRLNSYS
#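 cAMP rise read by TR-FRET after 30 min, 37C compound exposure (up to 58 uM) in RXFP1-transfected HEK293 cells with Ro 20174 present. EC50 from Hill-equation fits, with 29 nM porcine relaxin as 100% and buffer as basal.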
# USP1 inh – inhibitors of human USP1/UAF1 deubiquitinase; AID 743255; 390,000 compounds, 0.23% hits; recombinant USP1/UAF1, Ub-Rhodamine cleavage fluorescence; Potency, µM (top dose mostly 57.1 µM), inactives show top-dose activity change, negative = inhibition, actives largely listed as inhibitors; also: % is scaled to controls: 0 for no effect and ±100 for the full control effect; nearly all actives have a fitted effect of over 60% in size; inactives centre near -12
#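 USP1/UAF1 complex (1 nM) preincubated 15 min at room temperature with compound, then Ub-Rho substrate (150 nM final) added. Kinetic fluorescence at 480/540 nm over 6 reads at 60 s intervals; 50 mM HEPES pH 7.8, 0.5 mM EDTA, 0.1 mg/ml BSA, 1 mM TCEP, 0.01% Tween-20.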
# Vif-APOBEC3F blk – Vif-A3F binding inhibition; Potency, µM (top dose mostly 46.1 µM), inactives show at the highest dose activity, negative = active; 390,000 compounds, 0.2% hits; HeLa A3F-eYFP + Vif (tagged APOBEC3F with the HIV-1 protein that degrades it), YFP fluorescence increase; also: % of control where 0% means no effect; nearly all actives have a fitted effect of over 65% in size
#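 HeLa cells stably expressing Vif plus C-terminally eYFP-tagged A3F were seeded, incubated overnight at 37 deg C, dosed with compound, incubated overnight again at 37 deg C. Yellow fluorescence (Ex 488/Em 500-530) reported blocked Vif-mediated A3F-eYFP degradation.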
# rTrxR1 inhibitor – rat TrxR1 inhibition. recombinant rTrxR1, NADPH fluorescence consumption, selenite substrate. Potency, µM (top dose mostly 114 µM), without a hit: at the top dose activity change, negative = inhibition, hits mostly inhibitors. 390,000 compounds, 1% hits; also: % is scaled to controls: 0 for no effect and ±100 for the full control effect; nearly all actives have a fitted effect of over 65% in size
#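 Rat TrxR1 (90 nM in the dispensed reagent) was pre-reduced with 400 uM NADPH for 5 min at room temperature, then incubated with compound for 15 min. After 400 uM selenite was added, NADPH fluorescence (Ex 340/Em 450 nm) was followed for 8 min.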
# Numbers without * were called inactive; ? = inconclusive; . = not tested or not shown; [ ] = dose if it differs, or a comment. Calls follow the shape of the dose curve; as a rule, active = well fitted curve in the direction sought with a large enough effect; inconclusive = small, poorly fitted or top-dose-only effect, or another doubt; inactive = no such curve, though single readings can be large; an effect the other way counts as inactive or inconclusive. Potency is read from the fitted curve at half-maximal effect. Some of the compounds tested; rates above refer to the full screens.
mol	RXFP1 ag	Vif-A3G inh	IDH1 R132H inh	rTrxR1 inhibitor	TrxR1 substrate	USP1 inh	RGS4 inhibitor	12-LOX inh	Vif-APOBEC3F blk
COc1ccc(N2C(=O)/C(=C\c3ccco3)N=C2SCC(N)=O)cc1Cl	2.9%	-14%	5%	-4%[57.1 µM]	2%[57.1 µM]	-22%	-21%	?	5%
CC(C)n1c(CN(C)Cc2ccccc2)nc2c1c(=O)n(C)c(=O)n2C	2.4%	1%	-5%	?	?	5%	-22%	?	-1%
FC(F)(F)c1cc(-c2ccco2)nc(N2CCOCC2)n1	1.8%	-1%	3%	-5%[57.1 µM]	2%[57.1 µM]	-20%	8%	21%	-17%
COc1ccc(NC(=O)CSc2nc3ccsc3c(=O)n2CCCCCC(=O)O)cc1	2.2%	-1%	4%	12%[57.1 µM]	-6%	-4%	9%	-8%	2%
Cc1ccc(C)c(NC(=S)NCCSc2ccc(Cl)cc2)c1	2.5%	3%	6%	-14%	-13%[11.4 µM]	-21%	-10%	28µM*	14%
COC(=O)c1ccc(C)c(NC(=O)CCNC(=O)c2ccc([N+](=O)[O-])cc2)c1	0.3%	0%	8%	-14%	-7%	-16%	-3%	-9%	8%
O=S(=O)(/N=C(/Sc1ccc(Cl)cc1)c1ccccc1)c1ccccc1	.	5%	.	?	9%[0.0914 µM]	.	?	.	.
c1ccc(CN2CCC(Nc3ncnc4sccc34)CC2)cc1	27%	0%	1%	24%[57.1 µM]	4%	4%	29%	-13%	-19%
Cc1c(Cc2ccccc2)c(=O)oc2cc(OCC(=O)NC(Cc3ccc(Cl)cc3)C(=O)O)ccc12 (stereo not given)	-0.4%	2%	1%	-7%	163%[activator]	-33%	-19%	?	-2%
Cn1cccc1C(=O)NC(=O)COC(=O)C12CC3CC(CC(O)(C3)C1)C2	-1.6%	0%	5%	-3%[57.1 µM]	5%[57.1 µM]	-16%	19%	0%	-2%
O=C(Cn1c2c(sc1=O)C1c3ccccc3OCC1CS2)Nc1ccc(Cl)c(Cl)c1 (stereo not given)	0.0%	0%	0%	-12%	2%	-1%	9%	-26%	-21%
CN(CC(=O)O)S(=O)(=O)c1ccc2c(c1)n(C)c(=O)c(=O)n2C	16%	5%	13%	26%[57.1 µM]	4%[57.1 µM]	-27%	-4%	-9%	6%

# (continued)
mol	RXFP1 ag	Vif-A3G inh	IDH1 R132H inh	rTrxR1 inhibitor	TrxR1 substrate	USP1 inh	RGS4 inhibitor	12-LOX inh	Vif-APOBEC3F blk
O=C(OC(C(=O)NCc1cccs1)c1ccccn1)c1cccs1 (stereo not given)	0.0%	0%	8%	6%[57.1 µM]	10%[57.1 µM]	-16%	-4%	1%	1%
O=C(CSc1nnc(-c2ccco2)n1Cc1ccco1)NCc1ccccc1	-1.2%	1%	2%	-6%	-7%	-3%	10%	0%	-5%
C[C@H](CO)N1C[C@H](C)[C@@H](CN(C)Cc2ccc(O)cc2)OCc2cnnn2CCCC1=O	.	-1%	-13%	.	.	-7%	.	?	-13%
CCOc1ccc(NS(=O)(=O)c2cc(C(=O)N3CCN(c4ccccc4O)CC3)ccc2Cl)cc1	0.7%	0%	-3%	1%	-3%	-28%	-3%	-6%	-6%
COc1ccc(NC(=O)OC(C)C)cc1	0.9%	1%	8%	28%	19%	-4%	18%	-13%	4%
Cc1c(Cl)c([N+](=O)[O-])nn1CC(=O)NC(C)C1CC2CCC1C2 (stereo not given)	0.8%	1%	1%	-16%[57.1 µM]	-4%[57.1 µM]	7%	18%	0%	0%
COc1ccc(C(=O)C2CCCN(C(=O)c3csc(C(C)=O)c3)C2)c(C)c1 (stereo not given)	-1.9%	3%	-9%	22%[57.1 µM]	2%[57.1 µM]	-6%	-28%[56.9 µM]	10%	-1%
CC(=O)Nc1ccc(S(=O)(=O)Oc2ccc(C(=S)N3CCCCC3)cc2)cc1	2.0%	-4%	-3%	7%	-8%	-15%	?	?	-9%
Cc1cc(C)c(C#N)c(N2CCN(c3ccccc3)CC2)n1	-2.7%	-4%	0%	9%	1%	-22%	-2%	6%	1%
Cc1cc(SCC(=O)NCc2ccc(F)cc2)nc(=O)[nH]1	0.4%	-1%	3%	10%[57.1 µM]	0%[57.1 µM]	-21%	-12%	-11%	-6%
O=C(c1ccc(S(=O)(=O)N2CCCCCC2)cc1)N1CCN(c2ccccn2)CC1	0.6%	0%	3%	0%[11.4 µM]	7%[11.4 µM]	-1%	10%	-2%	-6%
O=C(CN1CCCCC1)N1CCN(c2ccccc2)CC1	0.1%	-12%	7%	-9%	-6%	-22%	-11%[56.9 µM]	4%	-9%

# Further compounds:
mol	RXFP1 ag	Vif-A3G inh	IDH1 R132H inh	rTrxR1 inhibitor	TrxR1 substrate	USP1 inh	RGS4 inhibitor	12-LOX inh	Vif-APOBEC3F blk
Cc1ccc([C@H]2C[C@@H](n3cc(-c4ccc(F)cc4)nn3)[C@H](O)CN2CC2CCCCC2)cc1	.	-9%	-9%	.	.	?	.	-14%	3%
COc1ccccc1CCC(=O)OCc1csc(CC(=O)Nc2ccccc2C)n1	-0.3%	-7%	-7%	37%[activator]	6%	-30%	12%	?	0%
CC(C)C(=O)N=c1sc2cc(F)cc(F)c2n1C	0.6%	1%	0%	5%[57.1 µM]	9%[57.1 µM]	-16%	17%	13%	-3%
CCN(CC(=O)Nc1ccccc1C(F)(F)F)C(=O)c1ccccc1OCc1ccc(F)cc1	.	0%	2%	0%	-3%	-16%	5%	-16%	-11%
Cc1cc2ncn(S(=O)(=O)N3CCOCC3)c2cc1C	-1.5%	0%	-1%	9%[57.1 µM]	7%[57.1 µM]	-9%	17%	26%	-7%
CCO[C@H]1OC(C(N)=O)=C[C@@H](c2coc3ccccc3c2=O)[C@@H]1CCCO	3.1%	1%	-9%	4%[57.1 µM]	6%[57.1 µM]	-8%	-4%	4%	1%
COC(=O)CNC(=O)c1cn(-c2ccc(C)c(C)c2)c(=O)c2ccccc12	-0.1%	5%	2%	9%	-3%	-18%	13%	9%	-8%
O=C(NC1CCN(c2ncccn2)CC1)c1ccccc1Cl	-0.7%	-2%	-1%	15%	7%	-22%	-7%	-6%	0%
COc1cccc(CNC(=O)c2ccccc2NC(=O)C2=C(C)OCCS2)c1OC	-2.5%	-1%	6%	37%[activator]	3%	-14%	7%	14%	-1%
COc1ccccc1N1CCN(C(=O)C2CCN(S(=O)(=O)c3ccc(F)cc3)CC2)CC1	-1.5%	2%	9%	14%	-3%	-2%	-15%	-3%	0%
CCCCC(=O)NCc1ccc2c(c1)cc(C)n2C	-1.4%	-5%	2%	9%	-7%	-14%	16%	0%	-8%
CCn1c(SCC(=O)NCc2ccccc2)nnc1-c1cccnc1	2.1%	-11%	-20%	-17%	-10%	-8%	18%	-3%	-1%

# Next entries
mol	RXFP1 ag	Vif-A3G inh	IDH1 R132H inh	rTrxR1 inhibitor	TrxR1 substrate	USP1 inh	RGS4 inhibitor	12-LOX inh	Vif-APOBEC3F blk
CS(=O)(=O)NCCSCc1ccco1	2.0%	0%	-4%	?	11%	-5%	2%	-1%	-4%
CSc1ccc(CN(C)CC(=O)Nc2ccc(C)cc2Br)cc1	1.0%	2%	1%	33%[57.1 µM]	4%[57.1 µM]	-7%	-2%	16%	-14%
CN1CCN(S(=O)(=O)c2ccc(Cl)c3ccccc23)CC1	1.0%	2%	10%	29%	5%	-4%	29%	?	6%
Cc1ccc(-n2ncc(C(=O)NCc3cccs3)c2C2CCN(C(=O)OC(C)(C)C)CC2)cc1C	0.3%	2%	10%	18%	-11%	-18%	4%	0%	4%
COc1ccc(Nc2nc(N)nc(CSc3nnc(N)s3)n2)cc1	-0.8%	0%	-7%	18%	3%	-16%	-8%	-16%	10%
O=C(O)c1ccc(C(=O)O)c(C(=O)c2ccccc2)c1	0.0%	-2%	0%	-5%	-3%	-7%	18%	0%	8%
CCOc1ccc(NC(c2ccccc2)P(=O)(OC)OC)cc1 (stereo not given)	0.8%	2%	6%	32%	10%	-9%	-16%	0%	-4%
C/C(=C\c1ccc(Br)cc1)C(=O)c1c(C)cc(C)[nH]c1=O	-0.6%	-10%	-7%	-1%	-7%	-9%	0%	-3%	-6%
O=C1c2oc3ccc(F)cc3c(=O)c2C(c2ccc(F)cc2)N1CCCN1CCOCC1 (stereo not given)	.	4%	-1%	?	-15%	-19%	-3%	?	-1%
CCCCN1C(=O)C2C(C(=O)Nc3cccc(OC)c3)C3C=CC2(O3)C1C(=O)NC1CCCCC1C (stereo not given)	0.0%	0%	5%	2%	-2%	-5%	7%	0%	4%
COCC(C)NC(=O)c1cnn2c(C(F)F)cc(-c3ccccc3)nc12 (stereo not given)	4.3%	3%	8%	29%	13%	-22%	3%	-21%	2%
COC(=O)c1ccc(C(=O)NC(=S)Nc2nc3c(s2)CCCC3)cc1	0.8%	-12%	2%	-9%	-8%	1%	-1%	-8%	-22%
COC(=O)Cn1cnc2c(cnn2-c2ccc(C)cc2)c1=O	-1.0%	3%	-12%	22%	9%	-28%	15%	.	-13%
NC(=O)c1cc2n(n1)C(C(F)(F)F)CC(c1ccco1)N2 (stereo not given)	-0.9%	0%	-6%	8%[57.1 µM]	2%	-19%	-17%	-3%	8%
